From PubChem
Ba/F3 V617F tox – reduce viability of Ba/F3 cells dependent on JAK2V617F; AID 1446; Ba/F3 EpoR-JAK2V617F viability, ATP luminescence; 220,000 tested, 1.1% active; inhibition, % at 5.6 µM;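 active = inhibition above the campaign mean plus 3 SD over all tested compounds, cut at about 24% in these data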;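 note: cytokine-independent growth of Ba/F3 cells driven by EpoR plus mutant JAK2; 0% = DMSO-treated cells and 100% = JAK inhibitor I control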
Wee1 degr inh – blocks degradation of human Wee1 kinase; 220,000 tested, 1.2% active; reporter increase, % at 5 µM; P30291; HeLa Luc-Wee1K328M stability, luciferase luminescence; 100% = proteasome inhibitor MG132 effect;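 active = activation above the mean of all tested compounds plus 3 SD, set per screening run, cut at about 8.8% in these data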;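 note: cells exposed to compound for 20 h before luminescence read; 0% = DMSO alone and 100% = MG132 at 30 µM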
NPY2 pot ag – potentiators or agonists of human neuropeptide Y receptor Y2 | P49146 | cells expressing NPY-Y2, potentiator/agonist read-out | activation, % at 3.6 µM | 220,000 tested, 0.45% active; in the data active = activation above about 27%;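 note: cells stimulated with NPY near EC25 plus isoproterenol at EC100; 0% = vehicle plus submaximal agonist and 100% = vehicle plus saturating agonist; some results beyond the cut were filed as inactive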
Target sequence (P49146 whole entry, looked up): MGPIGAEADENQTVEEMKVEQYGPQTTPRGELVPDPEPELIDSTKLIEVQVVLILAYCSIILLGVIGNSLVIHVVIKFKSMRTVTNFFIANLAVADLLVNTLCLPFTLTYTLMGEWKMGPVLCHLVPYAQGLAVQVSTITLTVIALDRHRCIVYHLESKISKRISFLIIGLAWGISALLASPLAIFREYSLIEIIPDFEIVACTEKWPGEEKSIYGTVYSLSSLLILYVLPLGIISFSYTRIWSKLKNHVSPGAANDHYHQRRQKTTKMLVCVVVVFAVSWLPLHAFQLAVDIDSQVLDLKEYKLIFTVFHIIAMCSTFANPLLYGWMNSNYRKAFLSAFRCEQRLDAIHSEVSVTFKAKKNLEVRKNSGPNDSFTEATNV
S1P4 antagonist – antagonists of human S1P4 receptor | S1P4-expressing cells, antagonist mode, reporter read-out | 220,000 tested, 0.26% active | inhibition, % at 4.98 µM | AID 1510; in the data active = inhibition above about 29%;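 note: 0% = wells stimulated with agonist and 100% = vehicle wells without agonist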
Target sequence (O95977 whole entry, looked up): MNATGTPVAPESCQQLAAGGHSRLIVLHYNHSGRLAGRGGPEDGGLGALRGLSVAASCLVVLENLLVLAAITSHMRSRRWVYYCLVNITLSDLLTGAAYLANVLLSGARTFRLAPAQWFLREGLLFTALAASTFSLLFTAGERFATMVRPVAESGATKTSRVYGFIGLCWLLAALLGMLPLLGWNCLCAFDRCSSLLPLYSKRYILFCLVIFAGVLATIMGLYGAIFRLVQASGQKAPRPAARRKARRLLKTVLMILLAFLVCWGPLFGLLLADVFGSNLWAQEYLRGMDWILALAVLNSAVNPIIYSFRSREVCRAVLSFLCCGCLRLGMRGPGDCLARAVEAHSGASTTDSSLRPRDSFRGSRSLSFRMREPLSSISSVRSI
S1P4 agonist – human S1P4 receptor agonism; 220,000 tested, 0.35% active; S1P4-expressing cell line, agonist reporter assay; activation, % at 4.98 µM; O95977; in the data active = activation above about 11%;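 note: 0% = DMSO vehicle and 100% = reference agonist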
BaF3 parental – parental Ba/F3 viability inhibition as JAK2V617F counter-screen; CellTiter-Glo ATP luminescence; inhibition, % at 5.6 µM; 220,000 tested, 1.1% active;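 active = inhibition above a per-campaign cutoff, the mean inhibition of all tested compounds plus 3 SD, cut at about 27% in these data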;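 note: 0% = DMSO wells and 100% = JAK Inhibitor I control wells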
eIF4E 4G PPI – blocks eIF4E binding to eIF4G; P63073+Q04637; TR-FRET eIF4E-eIF4GI(517-606) binding, 2 h; inhibition, % at 21.7 µM; 220,000 tested, 0.37% active; AID 782;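 active = inhibition above about 30%, limit read from the data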;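 note: 0% = full FRET control wells and 100% = background wells lacking eIF4GI fragment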
Mdm2 ligase inh – inhibitors of human Mdm2 E3 ubiquitin ligase; cell-based MDM2 ubiquitination luciferase reporter, 2 h; 0 = plate control, 100 = twice control, blank-subtracted; signal enhancement, % at 5 µM; 210,000 tested, 0.11% active; AID 1230;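 active = signal enhancement of 30% or more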;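 note: luminescence tracks abundance of the self-degrading MDM2-luciferase fusion protein; higher signal means inhibition of MDM2 E3 ligase activity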
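Timing – 2 h compound exposure at 37 °C · Assay system – mammalian cells stably expressing self-ubiquitinating, self-degrading MDM2 E3–luciferase fusion · Amount – 2000 cells seeded into each well · Measure – % luminescence enhancement versus blank-corrected plate control mean · Measured by – SteadyLite luminescence, 15 min reagent step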
PERK inhibitor – inhibitors of human PERK kinase; Q9NZJ5; 220,000 tested, 0.17% active; inhibition, % at 5.6 µM; CHO PERK-DD fusion, SEAP luminescence translation reporter;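 active = inhibition above the mean inhibition of all tested compounds plus 3 SD, set separately per screening campaign, cut at about 2.9% in these data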;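 note: PERK kinase domain activated by AP20187 dimerizer at 100 nM; 0% = DMSO with dimerizer and 100% = rapamycin at 8.4 µM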
An asterisk follows results filed as active; · = not tested or not shown; [ ] = dose if it differs, or a comment. A portion of the library; count on the stated rates, not on these rows.

SMILES,Ba/F3 V617F tox,Wee1 degr inh,NPY2 pot ag,S1P4 antagonist,S1P4 agonist,BaF3 parental,eIF4E 4G PPI,Mdm2 ligase inh,PERK inhibitor
CC1CCN(CC(=O)c2ccc3c(c2)OCCO3)CC1,-2.8,-0.3,9.6,-1.5,0.7,5.6,2.3,-4.0,0.9
CC(C)n1c(=O)c(C=Nc2ccc(Br)cc2)c(O)n(Cc2ccco2)c1=O,3.1,1.6,-13.3,-9.3,-1.4,13.2,0.2,-29.1,-0.3
c1ccc(P(c2ccccc2)c2ccccn2)cc1,-1.2,-4.5,3.9,-14.0,-0.4,3.9,-2.3,-1.4,1.0
CCOC(=O)C(C)(CC)NC(=O)CSP(=S)(OCC)OCC (stereo not drawn),-3.3,-1.8,2.1,-12.3,2.4,2.4,-0.6,-2.5,-0.1
COC(=O)CCCNC(=O)CN1CC(c2ccccc2)CC1=O (stereo not drawn),3.5,-0.7,-7.9,6.0,0.3,4.7,8.5,-0.8,1.6
c1cncc(C2Nc3cccc4cccc(c34)N2)c1,1.5,11.5*,8.6,-6.3,-0.2,1.6,1.7,·,-0.5
COc1ccc(/C=N\N=C(N)N)cc1,1.1,3.3,2.7,1.7,-0.1,0.2,-1.5,-10.8,1.1
COc1ccc(-c2cc(-c3ccccc3)[n+](C)c(-c3ccccc3)c2)cc1,99.1*,-2.0,9.9,-19.4,0.2,76.2*,0.4,-24.0,-0.1
OC(CCNCCc1c[nH]c2ccccc12)C(F)(F)F (stereo not drawn),0.0,-0.3,2.8,-15.3,0.6,2.1,0.4,-10.0,-0.8
COc1cc(C2NCc3ccccc3-n3cccc32)ccc1O (stereo not drawn),-1.7,-0.8,-3.8,-4.0,0.8,0.2,-0.5,0.0,-0.2
CN1C(=O)c2ccccc2NC(=O)C1Cc1ccccc1 (stereo not drawn),-1.7,-0.7,-6.1,-3.3,-0.3,-3.4,0.6,-13.5,2.4
Cc1ccc2nc(N3CCC(C(=O)N4CCC5(CC4)OCCO5)CC3)sc2c1,-1.0,-2.0,-4.5,-6.6,0.7,3.5,2.0,-8.7,0.3
Cc1ccc(-n2c(O)c(/C=N/N3CCCCCC3)c(=O)[nH]c2=O)cc1C,1.3,1.8,-2.8,14.6,-0.3,-1.8,1.5,-5.3,-1.4
COc1ccc2nc(/N=C/c3c(O)n(-c4cccc(Cl)c4)c(=O)[nH]c3=O)sc2c1,-5.3,0.2,-0.7,-5.3,-1.6,4.2,-1.6,2.9,2.9*
CC(C)(C)N(NC(=O)c1ccccc1)C(=O)c1ccccc1,-0.2,-0.5,-3.9,2.0,-0.4,8.5,1.5[fluorescence artefact?],1.2,1.3
CC(C)=CCSc1nnc([C@@H](N)Cc2c[nH]c3ccccc23)o1,-1.0,-2.9,-3.1,-2.1,0.2,0.1,-2.2,11.4,0.4
N#CCC(=O)NN1Cc2ccccc2C1=N,-3.5,1.0,-3.2,-4.9,-0.9,-1.4,1.2,·,0.4
CN1C(=O)C(Cc2nc3ccccc3c(=O)n2-c2ccccc2)c2ccccc21 (stereo not drawn),3.6,0.1,-10.1,17.8,1.5,4.1,2.5[fluorescence artefact?],-11.6,-1.0
CCOc1ccc(-n2c(O)c(N=Nc3c(C)n(C)n(-c4ccccc4)c3=O)c(=O)[nH]c2=O)cc1,1.0,4.2,0.0,2.4,-1.4,0.2,0.9,-12.7,-0.2
CN1CCC2(CC1)NC(=O)C1=C(CN(C)CC1)N2,6.4,-1.1,-7.4,11.3,0.2,3.7,-1.2,-23.5,-0.7
CCC(=NC1CC1)c1c(O)n(-c2ccc(OC)cc2)c(=O)[nH]c1=O,-0.1,0.2,-0.8,1.9,1.8,7.6,-13.7,-21.1,0.2
O=C(NCc1ccc(C(=O)N2CCC3(CC2)OCCO3)cc1)c1ccc2c(c1)OCO2,2.1,-1.6,-0.2,-6.1,3.5,5.9,-11.2[fluorescence artefact?],-12.9,-0.1
O=C(Nc1ccccc1)c1cc([N+](=O)[O-])ccc1N1CCNCC1,1.3,-1.0,-14.6,-20.5,0.7,4.5,-0.1,-3.0,-0.3
O=C(c1ccc(CS(=O)(=O)c2ccc(Br)cc2)o1)N1CCC2(CC1)OCCO2,0.1,2.7,-5.2,-3.5,-0.5,0.2,3.3,-2.0,-0.6
COc1ccccc1OCCCn1cc(C(=O)c2ccco2)c2ccccc21,0.4,-1.4,-12.9,-1.0,-3.2,2.8,4.1,-1.8,-0.7
Cc1ccccc1-n1c(C)nc2sccc2c1=O,4.6,-2.3,-5.6,-1.9,2.3,3.9,-2.1,-4.9,0.1
Cc1ccc(N2C(=O)NC(=O)/C(=C/c3ccc(-c4ccc(C(=O)O)c(Cl)c4)o3)C2=O)cc1,-0.4,5.7,-7.8,-20.6,0.1,4.9,3.2,20.0,0.0
CC1CCC(C(C)C)C(OP(N)(=O)c2ccccc2)C1 (stereo not drawn),2.5,-0.2,13.0,-0.9,-1.1,1.8,-6.4,-1.4,-0.7
COc1ccc(-n2c(O)c(C(C)=NCCc3c[nH]c4ccccc34)c(=O)[nH]c2=O)cc1,-0.2,1.9,3.4,6.0,0.6,-1.2,1.8,-6.2,1.1
CCOP(=O)(OCC)C(O)c1ccc(Br)cc1 (stereo not drawn),-0.2,-2.5,-1.8,1.1,-2.2,7.6,5.2,-4.6,1.1
CN1CCN(c2ccc(N)cc2Cl)CC1,-0.9,6.2,-14.3,5.2,1.9,4.7,6.5,-7.2,0.7
O=C1C(c2ccccc2)=C(N2CC2)c2ccccc21,0.9,-1.8,20.8,-0.6,0.0,1.2,3.4[fluorescence artefact?],-12.8,0.4
Cc1nc2cc(-c3ccc(Cl)cc3)nn2c(C)c1CCC(=O)N1CCC2(CC1)OCCO2,0.1,-0.9,10.9,-38.2,1.1,3.9,·,·,0.0
COc1ccc(OCC(=O)N2CCN(Cc3ccc4c(c3)OCO4)CC2)cc1,-1.0,-2.1,-23.8,3.4,1.7,5.4,-3.4,·,1.0
N#CCCn1cc(C(=O)NCc2ccccc2)c(-c2ccccc2)n1,2.7,7.3,-9.3,-1.6,-0.1,3.0,-1.3,1.4,1.4
Cc1ccc(C(=O)Nc2ccc(Cl)cc2C(=O)c2ccccc2)cc1,1.6,-2.1,-34.1,-9.4,-0.2,6.6,·,·,-0.2
CC(=O)NC(=O)NC(C)Cc1ccccc1 (stereo not drawn),2.2,-1.7,-10.0,-4.8,-1.1,2.4,-1.2,0.1,0.7
COc1ccc(-c2cc(=NCCCCCC(=O)O)c3cc(C)ccc3o2)cc1,-0.7,16.6*,-2.2,-7.5,-1.9,3.1,2.1,-0.5,0.8
C1=C(c2c[nH]c3ccccc23)CCN(Cc2ccccc2)C1,96.7*,-1.2,-5.7,-13.1,3.6,76.5*,1.1,-18.4,-0.5
CCCn1c(C(=O)c2ccccc2OC)nc2ccccc21,-3.9,1.1,5.3,1.5,0.7,0.3,-2.5,12.1,0.6
CCC(CO)Nc1ccc([N+](=O)[O-])c2cccnc12 (stereo not drawn),1.1,-2.4,4.2,5.2,1.7,0.6,8.0,-5.4,0.7
C=CCNC(=O)c1c(N)n(CCN2CCOCC2)c2nc3ccccc3nc12,2.6,-0.6,-11.8,-34.8,1.3,6.5,0.7,-24.0,-1.2
CCCCn1c(O)c(C(CC)=Nc2ccc(C(=O)O)cc2)c(=O)[nH]c1=O,-1.3,-0.2,1.3,-18.1,2.4,2.3,-0.7,0.2,1.2
COc1ccc(C2N(c3cc(C)on3)C(=O)C3CCCN32)cc1 (stereo not drawn),0.8,-1.8,-7.4,9.8,1.5,0.2,5.3,-1.3,-0.3
CCn1c(O)c(C=Nc2ccc(N3CCOCC3)cc2)c(=O)n(CC)c1=S,-5.0,-0.5,8.1,-6.4,-1.2,3.0,-4.9,-7.0,1.8
CCCCN1C(=O)NC(=O)C2(Cc3c(nc4c(C)cccn4c3=O)N3CCc4ccccc4C32)C1=O (stereo not drawn),0.4,1.2,-6.7,-0.7,1.7,2.6,-3.6,-7.4,-0.5
Cc1ccc(S(=O)(=O)N2CCCCC2)cc1NC(=O)CN1CC=C(c2ccccc2)CC1,8.0,9.2*,-22.6,-3.5,-4.2,14.6,-3.1,-15.7,-1.6
O=C(O)c1cccc(N=Nc2c(O)[nH]c(=O)[nH]c2=O)c1,4.6,3.1,-0.7,6.8,0.3,2.9,-4.2,-21.7,0.2
N/C(=N\[N+](=O)[O-])N1CCN(C(=O)c2ccccc2)CC1,-1.9,0.4,3.3,-2.5,-0.8,-1.4,2.0,-6.7,1.8
O=P1(Nc2ccc(F)cc2)COc2ccccc2OC1,-2.6,-0.8,10.0,-2.5,0.9,0.3,10.2,-4.8,1.3
CCN1CCC(O)(c2ccccc2)C(C(=O)c2ccccc2)C1 (stereo not drawn),-3.4,-0.1,-4.7,-1.9,2.0,-2.5,·,·,0.8
Cc1cc(C(=O)CN2CCCC2)c(C)n1-c1ccc(F)cc1,0.7,-1.5,-5.2,0.7,0.7,1.4,-3.6,·,0.2
C[N+]12CCC(CC1)C(C(O)(c1ccccc1)c1cccs1)C2 (stereo not drawn),3.6,-1.7,-12.6,-6.3,-4.4,5.7,-19.3[fluorescence artefact?],-1.1,0.2
CCC(=O)OC1(c2cccc(C)c2)CC(C)N(C)CC1C (stereo not drawn),-3.4,-2.0,-7.2,-1.8,-2.2,-2.7,7.2[fluorescence artefact?],-6.3,-0.7
CCOC(=O)C(NC(=O)CC)(Nc1ccc(C(O)(C(=O)OCC)C(F)(F)F)cc1C)C(F)(F)F (stereo not drawn),2.8,-3.9,-1.3,-16.4,1.3,2.2,1.6,5.7,0.0
CC1=CC(=C2C(=O)NC(=S)NC2=O)C=C(C(F)(F)F)N1CCc1ccccc1,-0.9,-1.2,-5.8,-8.6,2.2,8.2,-3.7,-9.5,0.3

The listing continues.
SMILES,Ba/F3 V617F tox,Wee1 degr inh,NPY2 pot ag,S1P4 antagonist,S1P4 agonist,BaF3 parental,eIF4E 4G PPI,Mdm2 ligase inh,PERK inhibitor
CC1(C)CC(n2[nH]c(=O)c3c2NC(=O)CSC3c2ccccc2)CCO1 (stereo not drawn),2.9,-2.2,-19.8,6.3,-1.8,0.5,-1.4,-7.4,1.1
O=C1NC(=O)N(Cc2ccco2)C(=O)/C1=C\c1cccn1CCOc1ccccc1,-0.1,5.8,-10.2,-2.3,0.0,-0.2,3.2,-12.8,-0.8
CCOP(=O)(OCC)C(NC(=O)c1ccc(C)cc1)C(Cl)(Cl)Cl (stereo not drawn),-0.1,4.3,-14.9,2.1,-0.6,2.3,3.7[fluorescence artefact?],3.5,-0.6
Cc1ccc(-n2c(O)c(C=NC3CCCCC3N)c(=O)[nH]c2=O)cc1C (stereo not drawn),-2.4,1.2,0.5,-3.7,3.1,2.5,8.1,1.2,-0.2
Fc1ccc(NC2=NCCS2)cc1Cl,5.1,3.6,-13.9,-18.2,-0.7,10.4,-2.5,-29.6,0.7
